# Bioassay records (PubChem)
# TNAP activators = stimulation of alkaline phosphatase TNAP activity – biochemical, luminescent, no phosphate acceptor, uHTS, primary screen (AID 1001) | purified TNAP, luminescent activation assay, no phosphate acceptor; higher activation fold means a stronger effect | activation fold at 20 µM; hits with a dose series show EC50 in µM | hit rate 0.03% among 200,000; in the data active = activation fold from about 3, or a potency from the dose series; inactive = the rest, 99 in 100 with activation fold below about 1.6; also: many of its hits are not listed in these tables
# T cell HTS = T cell immune modulators affecting CD8 T cell-vesicle binding | calls only at 7 µM | AID 2052 | 2C CD8+ T cell-vesicle binding, flow cytometry; stronger effect = lower value | hit rate 0.068% among 330,000;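 active = response, share of CD8 T cells binding vesicles, and their 90th percentile fluorescence all below set limits, cut at about 80% in these data, passing the limit was not always enough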
#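 Material: murine 2C transgenic CD8+ T lymphocytes / Also added: QL9-peptide-loaded Drosophila micro-vesicles bearing Ld, ICAM-1 and B7-1 / Schedule: binding step 1.5 h, 37 °C, antibody labelling 20 min, ice / Signal: flow cytometry, PE anti-B7-1 (FL2) versus Alexa647 anti-CD8 (FL8), PFA-fixed / Evaluation: percent CD8+ FL2 mean versus row control / Benchmarks: naked versus QL9-loaded vesicles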
# b-catenin transl = alters nuclear translocation of beta-catenin in HeLa cells | hit rate 0.3% among 190,000 | nuclear translocation activity, % at 5 µM | immunofluorescence imaging | AID 1665;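 active = nuclear translocation activity above 50% at 5 µM, with a well cell count of 50 or more; inconclusive = wells under 50 cells across six images, flagged as toxic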;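 also: per-cell ratio of nuclear to cytoplasmic median beta-catenin stain intensity; plate controls were DMSO negative control for no effect and GSK-3 inhibitor IX positive control for full effect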
#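 Read-out: Nuclear/cytoplasmic beta-catenin signal ratio, % activation | Assay system: Human HeLa cell line | Times: 24 h compound exposure at 37°C, 5% CO2 | Signal: Fluorescence imaging of beta-catenin antibody stain plus DAPI | Dosing: 5 µM primary, 0.02–20 µM confirmation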
# Autophagy HCS = alters autophagy in cells | MEF GFP-LC3 puncta imaging; test concentration mostly 10 µM | calls only at 10 µM (by protocol) | hit rate 0.98% among 190,000 | AID 463193;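 active = percentage of spot-positive cells more than 3 SD above its plate mean, without a fluorescence outlier flag or 80% toxicity; inconclusive = no clear call, values can overlap the other calls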;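 also: spot-positive cell cutoff set from DMSO-treated cells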
# Lipid droplet = modulators of hepatic lipid droplet formation | AML12 mouse hepatocytes, oleate lipid droplets, BODIPY imaging | inhibition, % at 6.5 µM | hit rate 0.4% among 240,000 | AID 1656;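 active = lipid droplet intensity inhibited by at least 50%, with more than 500 cells counted; inconclusive = wells with under 300 cells, treated as cytotoxic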
#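 Test system: AML12 hepatocytes (mouse); reagent: oleate loading, 100 µM; dosing: one dose, 6.5 µM compound; incubation: overnight exposure; signal: fluorescence imaging, 20x objective, two fields per well; read-out basis: % inhibition of corrected integrated BODIPY droplet signal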
# MT stabilize HCS = microtubule stabilizers in HeLa cells. HeLa tubulin immunostaining HCS, 24 h; share of cells brighter than vehicle mean+2SD. % tubulin-high responders, % at 10 µM. hit rate 0.83% among 200,000. AID 2205;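 active = plate Z-score above 3 for both tubulin-high and condensed-nucleus cell shares, with cell loss under 80%, at 10 µM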;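 also: anti alpha tubulin signal scored within the nucleus-defined area of each cell; some results filed as inactive read as strong as hits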
# human PMI inhibitors = human PMI inhibitors, high substrate, primary screen, biochemical, fluorescence intensity, high mannose 6-phosphate (AID 1220); hit rate 0.66% among 190,000; one-dose inhibition, % at 20 µM; IC50 in µM for titrated hits; recombinant PMI enzyme, coupled fluorescence intensity; higher % means a stronger effect
# PMI inhibitors = inhibitors of human PMI, primary screen, biochemical, fluorescence intensity, coupled assay (AID 1209) | purified PMI enzyme, coupled fluorescence intensity; higher % means a stronger effect | one-dose inhibition, % at 20 µM; IC50 in µM for titrated hits | hit rate 0.42% among 190,000;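 also: plate controls were DMSO vehicle for no effect and wells lacking substrate for full effect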
# Insulin prom up = MIN6 insulin promoter up-regulation; hit rate 0.3% among 190,000; z-score at 5 µM; MIN6 insulin promoter-GFP reporter, high-content imaging; stronger effect = higher value;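 active = z-score above 3 at 5 µM with at least 500 cells counted in the well; inconclusive = wells under 500 cells, flagged as cytotoxic or low count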
# Insulin prom up cell count = further read-out of Insulin prom up, marked with its call; cell count; measured here: cytotoxicity, nuclei count;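 total cells summed across four imaged fields per well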
# Lipid droplet cells 6.5 µM = further read-out of Lipid droplet, marked with its call; cell count; measured here: cell count, cytotoxicity flag;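 cells counted across two imaged fields per well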
# b-catenin transl cell count 5 µM = second read-out of b-catenin transl, no call of its own (marks repeat the call); cell count; measured here: cell count, cytotoxicity flag
# T cell HTS vesicle-bound % = further read-out of T cell HTS, marked with its call; double positive events, %; measured here: CD8+ vesicle-bound cell fraction;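 binding gate set so that unloaded-vesicle control wells show 10% double positive cells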
# MT stabilize HCS Hoechst-high % = also measured in MT stabilize HCS; calls as there; % Hoechst-high responders; measured here: nuclear condensation Hoechst responders;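 share of cells brighter than vehicle mean plus two SD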
# MT stabilize HCS cytotoxicity % = further read-out of MT stabilize HCS, marked with its call; toxicity, %; measured here: cytotoxicity by cell density;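 0% = mean cell density of plate MIN control wells and 100% = no cells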
# Autophagy HCS cell loss 18 h = also measured in Autophagy HCS; calls as there; toxicity, %; measured here: cell loss, nuclei count;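 cell loss after 18 h compound exposure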
# Numbers without * were called inactive; i = inactive; ? = inconclusive; · = no result given. Rule as the data show it, unless noted: active = inhibition above about 50%; inactive = the rest. An unsorted share of the library, and some 2.9% of all compounds hit somewhere here.
SMILES,TNAP activators,T cell HTS,T cell HTS vesicle-bound %,b-catenin transl,b-catenin transl cell count 5 µM,Autophagy HCS,Autophagy HCS cell loss 18 h,Lipid droplet,Lipid droplet cells 6.5 µM,MT stabilize HCS,MT stabilize HCS Hoechst-high %,MT stabilize HCS cytotoxicity %,human PMI inhibitors,PMI inhibitors,Insulin prom up,Insulin prom up cell count
O=C(CNC(=O)OCc1ccccc1)Oc1cc2oc(=O)cc(-c3ccccc3)c2cc1Cl,1.2,i,8,-1.5,1073,i,-26,10,622,1.5,1.3,0.0,12%,11%,?,·
O=C(Nc1cccc(O)c1)c1cc(S(=O)(=O)N2CCCC2)ccc1Cl,1.1,i,37,·,·,i,-13,6,805,1.6,1.2,7.3,-10%,-11%,-0.08,964
COc1ccc(/C=C2\SC(N3CCc4ccccc4C3)=NC2=O)cc1,1,i,54,3.4,528,i,2,1,659,1.0,2.5,6.0,3%,4%,-0.16,1181
COC(=O)C1=C(C)OC(N)=C(C#N)C1c1ccsc1 (stereo not given),1,i,46,-2.1,1462,i,0,-2,744,2.2,1.5,6.9,4%,-9%,0.11,1147
CN(C)c1ccnc2sc(C(=O)NCc3ccccc3)c(N)c12,1,i,25,-6.2,1165,i,3,-8,791,8.4,7.7,0.7,4%,12%,-0.55,1396
O=C(CSc1nnc(SCc2ccc(Cl)cc2)s1)N/N=C/c1ccc(C(=O)O)cc1,·,i,31,-0.5,1372,·,·,0,720,·,·,·,·,·,0.48,1124
c1ccc(-c2cc(-c3nn4c(-c5ccco5)nnc4s3)c3ccccc3n2)cc1,1,i,48,-0.1,1045,i,-15,-5,687,2.7,3.2,3.4,-14%,7%,-0.7,1338
COc1ccc(C(CNC(=O)COc2ccc(-c3ccccc3)cc2)N2CCOCC2)cc1 (stereo not given),·,i,35,1.2,996,·,·,-4,734,·,·,·,·,·,-0.35,944
CC1=CC2=NC(=O)/C(=C\c3cn(C)c4ccccc34)C(=N)N2O1,1.1,i,61,2.4,1135,i,5,12,667,1.7,3.6,9.4,2%,2%,-0.24,1317
COc1ccccc1NC(=S)NC(C)C(c1cccs1)N1CCOCC1 (stereo not given),·,i,41,0.3,1270,·,·,-4,694,·,·,·,·,·,0.16,1120
CN1CCN(C(=S)NC(=O)c2ccc(S(=O)(=O)N3CCOCC3)cc2)CC1,1.6,i,32,-5.0,1074,i,19,2,676,2.3,2.4,6.6,-4%,7%,0.66,1616
CCOc1ccccc1CNS(=O)(=O)c1ccc2[nH]c(=O)sc2c1,1,i,41,·,·,i,5,-13,749,2.4,2.9,15,15%,20%,·,·
CSc1ccccc1NC(=O)CSc1n[nH]c(C)c1[N+](=O)[O-],1,i,40,-0.6,1096,i,3,-19,740,2.1,2.0,7.9,-8%,15%,-0.43,1276
O=C1OC(C(=O)NCc2ccccc2)Cc2ccccc21 (stereo not given),1.1,i,40,0.8,1112,i,11,16,680,2.4,2.3,2.7,-13%,-20%,-0.61,1291
Cc1ccccc1-n1c(SCc2csc(Nc3ccccc3)n2)nnc1-c1cccnc1,1.1,i,8,-1.6,1129,i,-1,-11,675,2.7,1.3,5.8,20%,23%,0.44,1411
CCc1ccc(NC(=O)c2cnc(N3CCN(c4ccccn4)CC3)c3ccccc23)cc1,1.1,i,30,4.0,522,i,15,15,776,2.3,1.6,9.0,9%,15%,·,·
C/C=C\C=C\C(=O)Nc1cccc(C2=NOC3(C2)C[C@H](C(N)=O)N(C(=O)c2ccccc2C(=O)c2ccccc2)C3)c1 (stereo not given in full),·,i,33,-1.4,1133,·,·,-67,699,·,·,·,·,·,1.4,695
COc1cc(NC(=O)C(F)(F)F)cc(OC)c1,1.2,i,53,-9.3,1028,i,-10,·,·,3.5,2.3,2.1,4%,-2%,-0.19,1262
CN(c1ccc(C(=O)NCc2cccs2)cc1)S(=O)(=O)c1ccccc1,1.1,i,43,-0.3,1123,i,-23,5,660,4.8,2.6,3.5,2%,5%,-0.61,1614
O=C1/C(=C/c2ccccc2[N+](=O)[O-])COc2ccccc21,1.1,i,26,1.3,1066,i,39,11,670,6.4,4.0,4.5,10%,6%,0.55,1471
Cc1ccc(SCCC(=O)Nc2ccc(OCc3ccccc3)cc2)cc1,1.2,i,10,0.2,1033,i,-40,-6,673,2.5,2.5,7.3,5%,14%,·,·
CC1=C(C)C(=O)OC(C(C)C2CCC3C4CC=C5CC(OC6OC(COC7OC(CO)C(O)C(O)C7O)C(O)C(O)C6O)CC(O)C5(C)C4CCC23C)C1 (stereo not given),1.1,i,45,-3.7,1149,i,-11,11,743,2.6,2.1,9.5,4%,2%,-0.03,1319
COc1ccccc1NC(=O)CN(c1ccc(C23CC4CC(CC(C4)C2)C3)cc1)S(C)(=O)=O,1.1,i,51,1.4,1368,i,23,·,·,2.5,0.8,3.3,9%,12%,-0.65,1232
CC(C(=O)NCC1CCCCC1)N(C)Cc1ccc(Cl)cc1 (stereo not given),1.1,i,58,-1.3,1066,i,8,3,687,1.6,1.3,2.7,8%,12%,-1,1311
Cc1c(N=c2scc(-c3ccccc3)n2CCO)c(=O)n(-c2ccccc2)n1C,1.3,i,46,-0.6,1077,i,8,-6,711,3.9,3.2,8.3,1%,3%,-0.4,1288

# Later entries.
SMILES,TNAP activators,T cell HTS,T cell HTS vesicle-bound %,b-catenin transl,b-catenin transl cell count 5 µM,Autophagy HCS,Autophagy HCS cell loss 18 h,Lipid droplet,Lipid droplet cells 6.5 µM,MT stabilize HCS,MT stabilize HCS Hoechst-high %,MT stabilize HCS cytotoxicity %,human PMI inhibitors,PMI inhibitors,Insulin prom up,Insulin prom up cell count
CC(C)(C)OC(=O)N/N=C/c1c[nH]c2ccccc12,1,i,29,·,·,i,-9,-3,633,2.6,1.8,6.3,4%,3%,-0.28,1272
CCOC(=O)C1=NN(c2ccc([N+](=O)[O-])cc2)CC1C(=O)OC (stereo not given),1,i,11,1.3,997,i,11,3,617,7.0,2.9,8.5,0%,1%,-0.82,1218
O=C(N/N=C/c1ccncc1)c1ccc(COc2cccc3cccnc23)cc1,1.1,i,47,1.8,1134,i,3,-7,715,7.6,1.2,3.1,7%,-16%,-0.65,1329
COC(=O)CSc1nnnn1-c1cccc2ccccc12,1.2,i,51,0.7,1022,i,-1,9,694,2.1,1.9,3.8,-2%,4%,0.03,1154
O=C(CSc1ccc(-c2ccccn2)nn1)c1ccc([N+](=O)[O-])cc1,1.1,i,59,0.1,1099,i,23,2,730,2.8,2.0,0.3,-6%,4%,-0.14,1244
O=C(c1ccc(F)cc1)N1CCN(C2CCC(c3ccccc3)CC2)CC1 (stereo not given),1,i,54,0.4,1598,i,-3,-11,667,2.0,3.1,3.6,-7%,-1%,-0.65,1018
CCCC(=O)Nc1ccccc1NC(=O)c1ccc(OC)cc1,1.1,i,54,-0.3,1545,i,14,-7,706,3.9,2.1,12,4%,2%,-0.32,1448
Cc1cc(=O)n(CCC(=O)O)c2ccccc12,1.1,i,38,-4.5,797,i,-1,·,·,3.8,2.2,9.4,-20%,-16%,1.2,939
Cc1ccccc1OCC(O)Cn1c(Br)nc2c1c(=O)n(C)c(=O)n2C (stereo not given),1.1,i,62,-3.9,593,i,6,-18,696,3.6,4.0,6.4,-3%,-12%,0.52,1359
O=C(Nc1ccc(-c2nnc(-c3ccccc3)o2)cc1)C1CCCO1 (stereo not given),1.1,i,9,-3.1,1165,i,-4,16,768,3.4,1.9,3.9,9%,15%,-0.35,1197
O=C1Nc2ccccc2OC1CC(=O)N1CCN(c2cccc(C(F)(F)F)c2)CC1 (stereo not given),1.1,i,10,·,·,i,5,9,763,5.0,2.7,7.8,-1%,-2%,0.22,790
CCC(C(=O)O)N1C(=O)/C(=C/c2cccn2C)SC1=S (stereo not given),0.8,i,29,-0.8,998,i,-8,14,646,1.6,3.9,10,16%,15%,0.32,1358
O=C(/C=C/c1ccccc1[N+](=O)[O-])Nc1cccnc1,1.2,i,46,-1.1,1121,i,7,7,603,4.5,1.7,4.6,6%,14%,0.11,1465
Cc1cccc(C)c1NC(=S)NC(=O)CCc1ccccc1,1,i,34,2.0,1351,i,6,·,·,3.2,1.3,5.3,5%,10%,0.02,1518
CCOc1ccc(C2=C(C=C(C#N)C#N)C(c3ccccc3)c3ccccc3O2)cc1 (stereo not given),1.1,i,12,0.8,1107,i,2,-16,644,11,2.6,3.4,8%,12%,-0.63,1140

# Results in b-catenin transl cell count 5 µM, for 2 of the compounds above:
SMILES	b-catenin transl cell count 5 µM
c1ccc(-c2cc(-c3nn4c(-c5ccco5)nnc4s3)c3ccccc3n2)cc1	1045
COc1ccc(C(CNC(=O)COc2ccc(-c3ccccc3)cc2)N2CCOCC2)cc1 (stereo not given)	996

# 3 records picked at random from those above, as already listed:
SMILES,TNAP activators,T cell HTS,T cell HTS vesicle-bound %,b-catenin transl,b-catenin transl cell count 5 µM,Autophagy HCS,Autophagy HCS cell loss 18 h,Lipid droplet,Lipid droplet cells 6.5 µM,MT stabilize HCS,MT stabilize HCS Hoechst-high %,MT stabilize HCS cytotoxicity %,human PMI inhibitors,PMI inhibitors,Insulin prom up,Insulin prom up cell count
O=C(/C=C/c1ccccc1[N+](=O)[O-])Nc1cccnc1,1.2,i,46,-1.1,1121,i,7,7,603,4.5,1.7,4.6,6%,14%,0.11,1465
CCOc1ccc(C2=C(C=C(C#N)C#N)C(c3ccccc3)c3ccccc3O2)cc1 (stereo not given),1.1,i,12,0.8,1107,i,2,-16,644,11,2.6,3.4,8%,12%,-0.63,1140
COC(=O)CSc1nnnn1-c1cccc2ccccc12,1.2,i,51,0.7,1022,i,-1,9,694,2.1,1.9,3.8,-2%,4%,0.03,1154
